Compound activity: PubChem, Southern Research Specialized Biocontainment Screening Center
M. tuberculosis HTS – M. tuberculosis growth inhibition, HTS (AID 449762). M. tuberculosis H37Rv growth inhibition, 7H9 media; higher % means a stronger effect. 330,000 compounds, 0.59% hits. inhibition, % at 25 µM, or IC50 in µM where a hit was titrated; in the data active = a potency from the dose series; inconclusive = inhibition above about 70% without an active follow-up result;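 also: bacterial growth assessed after seven days of incubation; strong numbers were not always called active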
PhoP GFP inhibition – PhoP regulon inhibitors, Salmonella typhi PhoP promoter GFP reporter, confirmatory (AID 1850); Salmonella Typhi PhoP-promoter GFP reporter, fluorescence, 4 h; higher % means a stronger effect; inhibition, % at 50 µM; hits with a dose series show IC50 in µM; 310,000 compounds, 0.33% hits; in the data active = a potency from the dose series; inconclusive = inhibition mostly from about 25% at the one dose, without a potency; inactive = the rest, 99 in 100 with inhibition below about 19%;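 also: 0% = induced wells with vehicle and 100% = uninduced wells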
influenza NS1A – H1N1 influenza NS1A inhibitors, functional cell based assay (AID 504329). NS1A functional cell-based assay, percent inhibition; higher % means a stronger effect. one-dose inhibition, % at 12.5 µM; IC50 in µM for titrated hits. 340,000 compounds, 0.3% hits; in the data active = a potency from the dose series; inconclusive = inhibition above about 27% without an active follow-up result; also: strong numbers were not always called active
VEEV TC-83 Vero – inhibitors of VEEV TC-83 cytopathic effect, confirmation, Vero cells (AID 588727). 350,000 compounds, 0.13% hits. Vero cells, VEEV TC-83 cytopathic effect inhibition; higher % means a stronger effect. inhibition, % at 20 µM; hits with a dose series show IC50 in µM; in the data active = a potency from the dose series; inconclusive = inhibition mostly from about 14% at the one dose, without a potency; inactive = the rest, 99 in 100 with inhibition below about 12%; also: strong numbers were not always called active
tuberculosis growth – growth inhibition of non-replicating M. tuberculosis (AID 488890); Mycobacterium tuberculosis non-replicating, growth inhibition; higher % means a stronger effect; inhibition, % at 25 µM, or IC50 in µM where a hit was titrated; 320,000 compounds, 0.39% hits; in the data active = a potency from the dose series; inconclusive = inhibition mostly from about 82% at the one dose, without a potency; inactive = the rest, 99 in 100 with inhibition below about 76%;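 also: plate controls were DMSO cells for no effect and high antibiotic wells for full effect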
VEEV TC-83 Vero 10K pilot screen – further read-out of VEEV TC-83 Vero, marked with its call; inhibition, %; measured here: 10K pilot screen inhibition
* hit, by the source's call; i = inactive; ? = inconclusive; . = no result given.

Start of the listing, in advance:
SMILES	M. tuberculosis HTS	PhoP GFP inhibition	influenza NS1A	VEEV TC-83 Vero	tuberculosis growth	others
CN(C)N1C(N)=C(C#N)C(c2ccc(Br)cc2)C2=C1CC(C)(C)CC2=O (stereo not drawn)	0.7%	-4.6%	-4.8%	i	-6.2%
COCCCNC(=O)CCC(=O)NNc1nc2ccccc2c2nc(-c3ccccc3)nn12	-2.7%	7.8%	-7.0%	1.2%	6.2%

The whole of this part, from the start:
SMILES	M. tuberculosis HTS	PhoP GFP inhibition	influenza NS1A	VEEV TC-83 Vero	tuberculosis growth	others
CN(C)N1C(N)=C(C#N)C(c2ccc(Br)cc2)C2=C1CC(C)(C)CC2=O (stereo not drawn)	0.7%	-4.6%	-4.8%	i	-6.2%
COCCCNC(=O)CCC(=O)NNc1nc2ccccc2c2nc(-c3ccccc3)nn12	-2.7%	7.8%	-7.0%	1.2%	6.2%
COc1ccccc1OC(=O)c1ccc(C)c(S(=O)(=O)N2CCOCC2)c1	-2.5%	-1.0%	-0.6%	0.4%	.
CCOC(=O)c1c(NC(=O)CSc2nnc3c(n2)[nH]c2ccccc23)sc2c1CCN(C)C2	23.7%	12.5%	-0.8%	1.6%	43.6%
C[C@]12c3[nH]c4ccc(Cl)cc4c3CCN1C(=O)[C@@H](CC(=O)NCCc1ccccn1)C[C@@H]2C(=O)N1CCCCC1	.	.	-16.0%	i	.
Cc1ccc(OCC(=O)Nc2cccc(-c3nnc(-c4ccccc4)o3)c2)c(C)c1	-9.4%	2.0%	3.4%	5.9%	-4.9%
O=c1cc2c(nn1Cc1cccc([N+](=O)[O-])c1)-c1ccccc1CC2	8.4%	4.8%	-9.6%	0.7%	46.9%
O=C(Nc1ncc(C(F)(F)F)cc1Cl)c1ccc(S(=O)(=O)N2CCOCC2)cc1	-3.1%	-9.4%	11.6%	i	7.1%
Cc1ccc(NC(=O)c2ncn(CC(=O)NCc3nc4ccccc4[nH]3)n2)cc1C	.	.	-12.3%	0.5%	.
O=C(Nc1ccccc1Sc1ccccc1)C1CCCO1 (stereo not drawn)	9.4%	-0.8%	4.6%	0.1%	15.3%
COc1ccc(C(=O)N2CCOC2CNC(=O)C(=O)NCc2ccccc2Cl)cc1 (stereo not drawn)	-8.2%	-7.1%	-5.7%	1.8%	-17.8%
CC(=O)Nc1ccccc1OC(C)C(=O)N1CCC(C)CC1 (stereo not drawn)	-2.6%	2.0%	-6.3%	i	-1.1%
Cc1nc(-c2ccccc2)sc1C(=O)CSc1ccc(Cl)cc1	-5.1%	14.3%	-0.1%	1.7%	17.4%
Cc1ccc(-c2cc(C(=O)N3CCN(c4ccc(F)cc4)CC3)c3ccccc3n2)o1	67.3%	6.3%	4.6%	8.3%	42.4%
CC(=O)Nc1ccc(NC(=O)C(C)OC(=O)c2cc(S(=O)(=O)N3CCOCC3)ccc2Cl)cc1 (stereo not drawn)	8.0%	6.7%	-2.7%	0.1%	3.9%
Cc1cc(Nc2ccc(F)cc2F)n2nc(C)nc2n1	1.1%	-9.8%	-8.5%	0.5%	11.6%
COc1ccc(-c2nnn3c2nc(NCc2ccccc2)c2ccccc23)cc1	6.1%	-3.6%	-57.6%	1.1%	9.5%
COc1ccc(C(=O)N2CCCC(C(=O)c3ccccc3OC)C2)cc1OC (stereo not drawn)	7.2%	-13.2%	-4.2%	2.8%	-5.9%
COc1ccccc1CNC(=O)C1CCCN(S(=O)(=O)c2ccc3c(c2)C(C)(C)C(=O)N3C)C1 (stereo not drawn)	-7.7%	.	-2.3%	i	8.8%
Cc1cccc(/C(N)=N/OC(=O)c2ccccc2Cl)c1	4.2%	-5.4%	-2.5%	2.6%	60.9%	VEEV TC-83 Vero 10K pilot screen=2.0
Cc1ccc(N=Cc2ccccc2O)cc1Cl	.	.	1.2%	0.3%	.
CC(C)N(Cc1ccccc1)C(=O)CN1C(=O)c2ccccc2C1=O	3.4%	-9.1%	-3.9%	2.4%	-5.7%
C=CCNc1nc2ccccc2nc1NS(=O)(=O)c1cccc(C)c1	-0.8%	-14.6%	19.5%	1.7%	27.2%
CCOC(=O)c1c(/N=C/c2c(O)n(-c3ccc(F)cc3)c(=S)[nH]c2=O)sc2c1CCCC2	6.2%	-12.1%	20.0%	i	0.0%
O=C(CCl)N1CCN(C(=O)C2COc3ccccc3O2)CC1 (stereo not drawn)	?	.	6.4%	?	71.1%

As a working copy, some entries already given.
SMILES	M. tuberculosis HTS	PhoP GFP inhibition	influenza NS1A	VEEV TC-83 Vero	tuberculosis growth	others
CN(C)N1C(N)=C(C#N)C(c2ccc(Br)cc2)C2=C1CC(C)(C)CC2=O (stereo not drawn)	0.7%	-4.6%	-4.8%	i	-6.2%
COCCCNC(=O)CCC(=O)NNc1nc2ccccc2c2nc(-c3ccccc3)nn12	-2.7%	7.8%	-7.0%	1.2%	6.2%
COc1ccccc1OC(=O)c1ccc(C)c(S(=O)(=O)N2CCOCC2)c1	-2.5%	-1.0%	-0.6%	0.4%	.

The main list resumes; the 4 compounds before the break are reprinted first.
SMILES	M. tuberculosis HTS	PhoP GFP inhibition	influenza NS1A	VEEV TC-83 Vero	tuberculosis growth	others
CC(C)N(Cc1ccccc1)C(=O)CN1C(=O)c2ccccc2C1=O	3.4%	-9.1%	-3.9%	2.4%	-5.7%
C=CCNc1nc2ccccc2nc1NS(=O)(=O)c1cccc(C)c1	-0.8%	-14.6%	19.5%	1.7%	27.2%
CCOC(=O)c1c(/N=C/c2c(O)n(-c3ccc(F)cc3)c(=S)[nH]c2=O)sc2c1CCCC2	6.2%	-12.1%	20.0%	i	0.0%
O=C(CCl)N1CCN(C(=O)C2COc3ccccc3O2)CC1 (stereo not drawn)	?	.	6.4%	?	71.1%
O=C(NCc1ccc(Cl)cc1)C(=O)N/N=C/c1ccc(Br)cc1	0.4%	-6.4%	5.5%	0.1%	3.1%
O=S(=O)(Nc1ccc(C(F)(F)F)cc1)c1cccs1	-3.9%	-1.8%	-6.2%	0.5%	5.9%
O=C(CN1CCCC1)N1CCCC(c2ccc(F)cc2)c2ccc(F)cc21 (stereo not drawn)	-4.6%	-12.7%	1.6%	i	3.5%
O=C1CCc2cc(S(=O)(=O)N3CCCC3C(=O)N3CCN(c4ccccc4F)CC3)ccc2N1 (stereo not drawn)	0.5%	-2.1%	4.1%	0.6%	-20.9%
CS(=O)(=O)Nc1ccc(C(=O)Nc2ccccc2Sc2ccccc2)cc1	-4.8%	-4.7%	2.0%	1.5%	10.5%
CCOc1ccc(S(=O)(=O)NCc2ccc(OC)cc2)c2cccnc12	-3.2%	-0.5%	6.0%	1.0%	-4.3%
CCOc1ccc(CN2CCN(Cc3ccc(C)o3)CC2CCO)cc1 (stereo not drawn)	1.5%	0.9%	-11.1%	i	17.9%
CC(C(=O)NCC1CCCCC1)N(C)Cc1ccc(Br)cc1 (stereo not drawn)	4.3%	8.1%	-3.7%	i	63.8%
Cc1c(C(=O)N2CCC[C@H]2C(N)=O)oc2c(F)cccc12	0.3%	-5.7%	-7.0%	i	-5.9%
N#Cc1ccccc1S(=O)(=O)N1CCN(CC(=O)Nc2ccnn2C2CCCC2)CC1	.	.	-10.8%	1.0%	.
O=C(CN1C(=O)COc2ccc(S(=O)(=O)N3CCCC3)cc21)NC1CC1	6.1%	8.7%	-16.8%	0.9%	5.0%
CCc1ccc(OCCCC(=O)Nc2cccc(C(=O)O)c2)cc1	-6.0%	-8.8%	3.3%	i	-0.5%
COc1ccc(/C=C/C(=O)N/C(=C\c2ccco2)C(=O)NCCc2nc3ccccc3[nH]2)cc1	-0.2%	-8.1%	4.2%	12.1%	63.4%
CC(=O)NN1C(=O)c2ccccc2NC1c1ccccc1F (stereo not drawn)	-1.5%	1.1%	-1.6%	0.1%	-10.2%
CC1=NN(C(N)=S)C(=O)C1N=Nc1ccc(Cl)cc1 (stereo not drawn)	25.6%	0.1%	-2.8%	2.5%	?
Cc1cc(C(F)(F)F)c(C#N)c(SCC(=O)Nc2nc3ccccc3s2)n1	4.4%	-22.5%	-4.7%	2.5%	-3.2%
COc1ccccc1C(=O)NC(=O)COc1cc(Cl)ccc1Cl	-0.8%	-5.5%	8.7%	1.4%	29.1%
Cc1ccc(-c2csc3nc(SCC(N)=O)n(Cc4ccccc4)c(=O)c23)cc1	4.6%	5.7%	-4.4%	7.5%	-7.5%
CC(C)[C@H](NS(=O)(=O)c1ccc(Cl)cc1)C(=O)OCC(=O)c1c(N)n(C)c(=O)n(C)c1=O	5.1%	.	-6.6%	6.5%	20.1%
Cc1nn(-c2ccccc2)c(C)c1C(=O)Nc1nnc(-c2ccco2)o1	?	-7.2%	-8.1%	3.3%	?
COC(=O)c1c(-c2cccs2)csc1NC(=O)CSc1ncnc2sc(C)c(C)c12	13.5%	13.4%	3.4%	i	18.4%
Cc1ccc2c(c1N)C(=O)c1ccccc1C2=O	0.1%	.	11.4%	1.5%	12.5%
CCn1nc(C)cc1C(=O)N1CCCC(N2CCN(Cc3ccc4c(c3)OCO4)CC2)C1 (stereo not drawn)	-2.1%	-7.2%	3.3%	i	7.9%
CC1=C(C(=O)OC(C)C)C(c2cccc(F)c2)n2ncnc2N1 (stereo not drawn)	-3.5%	0.5%	-3.7%	4.4%	9.1%
O=C(OCC(=O)N1CCCCC1)c1cccc(NS(=O)(=O)c2ccccc2)c1	-5.6%	-10.4%	-6.7%	1.7%	0.6%

Additional records:
SMILES	M. tuberculosis HTS	PhoP GFP inhibition	influenza NS1A	VEEV TC-83 Vero	tuberculosis growth	others
CCc1ccc(C(=O)N2CCCN(C)CC2)s1	-8.1%	7.6%	-24.6%	4.2%	0.0%
O=C(CCS(=O)(=O)c1cccs1)Nc1ccc(C(=O)NCc2cccs2)cc1	-1.1%	-4.4%	1.5%	2.1%	-5.4%
O=C(Cn1cccc1)NC1CCCCCC1	.	3.8%	-2.9%	i	.
COc1ccc2c(=O)cc(-c3ccncc3)oc2c1OC	.	.	0.4%	2.0%	.
CCOC(=O)C(NCc1ccc2c(c1)OCO2)(NC(=O)c1ccccc1)C(F)(F)F (stereo not drawn)	1.1%	-9.1%	0.8%	1.5%	8.8%
O=C(CNC(=O)c1ccccc1Br)N/N=C\c1cc([N+](=O)[O-])cc(Br)c1O	4.5%	-3.5%	-0.6%	1.1%	44.1%
CC1=C2[C@H]3OC(=O)[C@@H](C)[C@@H]3CC[C@@]2(C)C=CC1=O	-6.2%	13.1%	-0.6%	0.5%	-5.7%
CCc1nnc(SCC(=O)Nc2ccccc2Cl)nc1CC	-4.3%	-14.5%	5.3%	0.6%	31.6%
CC(C)(C)NC(=S)/N=C(\N)N[N+](=O)[O-]	1.9%	4.2%	-1.0%	0.6%	15.3%
O=C(COC(=O)c1cccc(O)c1)NC(=O)Cc1ccccc1	-18.4%	-3.6%	-0.2%	1.5%	-8.5%
O=C(CC1NC(=O)NC1=O)Nc1ccc(Cl)cc1 (stereo not drawn)	-3.0%	16.0%	-6.0%	2.8%	4.8%
CCCCn1c(N)c(N(CCC(C)C)C(=O)C2CC(=O)N(c3ccccc3OCC)C2)c(=O)[nH]c1=O (stereo not drawn)	-0.4%	2.7%	-8.8%	0.1%	3.7%
O=C(ONC(=O)C1CCCCC1C(=O)NOC(=O)c1ccccc1)c1ccccc1 (stereo not drawn)	.	.	-18.4%	0.7%	.
CCOC(=O)N1CCN(C(=O)C(=O)c2cn(CC(=O)N3CCCCCC3)c3ccccc23)CC1	-16.9%	1.6%	6.6%	2.3%	53.0%
O=C(CCC(=O)N1CCCC(Nc2ccccc2)C1)c1ccc(F)cc1 (stereo not drawn)	0.7%	-1.5%	7.2%	i	-2.6%
CCCN1CCC(=O)N([C@H](CSc2ccc(OC)cc2)c2ccccc2)CC1	-4.3%	-15.5%	7.4%	1.0%	34.4%
COc1ccc(N2CCN(CC(=O)Nc3ccc(SC(F)F)cc3)CC2)cc1	7.0%	-3.8%	-2.7%	i	75.7%	VEEV TC-83 Vero 10K pilot screen=0.4
Cc1c(C(=O)NCCC2=CCCCC2)oc2ccc(S(=O)(=O)N3CCOCC3)cc12	0.0%	2.1%	1.2%	5.3%	50.0%

Compounds were not picked by outcome; overall some 1.6% were active at least once.
